High-throughput results: PubChem BioAssay, National Center for Advancing Translational Sciences (NCATS)
D1 agonist: Allosteric Agonists of the Human D1 Dopamine Receptor: qHTS. 1% of 360,000 active. activation, % at 2 µM. HEK293 T-REx D1 cells, calcium flux, agonist mode. D(1A) dopamine receptor (Homo sapiens), P21728; in the data active means activation above about 30%; further: 0% is about no effect
Target sequence (P21728 whole entry, looked up): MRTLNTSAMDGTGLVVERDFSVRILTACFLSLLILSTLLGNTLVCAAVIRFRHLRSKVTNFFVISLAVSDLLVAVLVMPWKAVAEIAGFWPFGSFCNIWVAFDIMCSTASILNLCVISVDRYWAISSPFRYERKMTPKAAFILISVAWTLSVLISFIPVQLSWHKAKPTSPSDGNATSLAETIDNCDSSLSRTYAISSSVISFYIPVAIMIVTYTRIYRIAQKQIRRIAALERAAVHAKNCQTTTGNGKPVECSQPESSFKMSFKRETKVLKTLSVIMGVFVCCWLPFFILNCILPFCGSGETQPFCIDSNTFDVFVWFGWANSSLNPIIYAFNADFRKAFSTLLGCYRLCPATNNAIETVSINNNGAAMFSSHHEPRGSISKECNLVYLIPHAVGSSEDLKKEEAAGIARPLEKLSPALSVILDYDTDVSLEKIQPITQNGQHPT
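Inducible HEK293 T-REx D1 cells, force-coupled to calcium signalling, were plated at 4000 cells/well with tetracycline and held overnight at 30 C. After no-wash calcium dye loading, compound-evoked calcium rise over 180 s flagged agonists.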
RXFP1 ag: qHTS Assay for Agonists of the Relaxin Receptor RXFP1 | Relaxin receptor 1 (Homo sapiens), Q9HBX9 | HEK293T-RXFP1 cAMP TR-FRET, 30 min; response scale: percent of porcine relaxin response, buffer zero | Potency, µM (highest dose often 57.5 µM), for the others: top-dose activation, most hits filed as activators | 0.3% of 370,000 active | AID 2676, 2010; further: potency means the concentration at half of the fitted maximal effect; on the % scale 0 is the no-effect control and ±100 the full control effect; nearly all actives have a fitted effect of over 60% in size; many of its hits are not listed in these tables
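Agonist response is measured as cAMP accumulation in an RXFP1-transfected HEK293T line under PDE4 inhibition. Values are scaled between buffer-only and 29 nM porcine relaxin, and EC50s come from standard Hill equation fits.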
TRHR ag: qHTS for Small Molecule Agonists and Allosteric Enhancers of Human TRH Receptor: Primary Screen for Agonists. Thyrotropin-releasing hormone receptor (Homo sapiens), P34981. TRHR cells, calcium flux fluo-8, FDSS agonist mode. activation, % at 2 µM. 0.18% of 360,000 active. AID 493084, 2011; in the data active means activation above about 30%; further: 0% is about no effect
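Fluo-8-loaded TRHR cells; 10 s baseline, compound added, kinetic Ca2+ fluorescence read 1/s, agonist mode.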
D1 PAM: Potentiators of Human D1 Dopamine Receptor: qHTS | D(1A) dopamine receptor (Homo sapiens), P21728 | HEK293 TREx D1 cells, calcium flux, dopamine EC20 potentiation | potentiation, % at 10 µM | 0.036% of 360,000 active | AID 504651, 2011; in the data active means potentiation above about 30%; further: 0% is about no effect
TRHR PAM: qHTS for Small Molecule Agonists and Allosteric Enhancers of Human TRH Receptor: Primary Screen for Enhancers. Thyrotropin-releasing hormone receptor (Homo sapiens), P34981. TRHR cells, fluo-8 calcium fluorescence, EC20 TRH enhancement. enhancement, % at 2 µM. 0.66% of 360,000 active; in the data active means enhancement above about 30%; further: 0% is about no effect
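TRHR-expressing cells loaded with fluo-8 calcium dye were read kinetically (ex 480/em 530) during compound addition, then stimulated with an EC20 of TRH (10 nM final). Enhancement of the Gq-mediated intracellular calcium response was scored.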
RXFP1 antagonist: qHTS Assay for Antagonists of the Relaxin Receptor RXFP1; Relaxin receptor 1 (Homo sapiens), Q9HBX9; HEK293-RXFP1, relaxin-stimulated cAMP HTRF, 30 min; stronger effect = lower value; activity change, negative = inhibition, % at 57.5 µM; 0.59% of 350,000 active;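 active means activity change of -60% or lower, but not beyond a set lower limit; inconclusive means change between -60% and -40%, or beyond the set limit; inactive means change above -40%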; further: on the % scale 0 is the no-effect control and ±100 the full control effect
D2 PAM: HTS Assay for Positive Allosteric Modulators of the Human D2 Dopamine Receptor: Primary Screen for Potentiators | D(2) dopamine receptor (Homo sapiens), P14416 | HEK293 T-REx D2, calcium flux, EC20 dopamine potentiation | potentiation, % at 10 µM | 0.34% of 340,000 active;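 active means potentiation over 3 SD above the plate norm, cut at about 30% in these data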; further: 0% is about no effect
Target sequence (P14416 whole entry, looked up): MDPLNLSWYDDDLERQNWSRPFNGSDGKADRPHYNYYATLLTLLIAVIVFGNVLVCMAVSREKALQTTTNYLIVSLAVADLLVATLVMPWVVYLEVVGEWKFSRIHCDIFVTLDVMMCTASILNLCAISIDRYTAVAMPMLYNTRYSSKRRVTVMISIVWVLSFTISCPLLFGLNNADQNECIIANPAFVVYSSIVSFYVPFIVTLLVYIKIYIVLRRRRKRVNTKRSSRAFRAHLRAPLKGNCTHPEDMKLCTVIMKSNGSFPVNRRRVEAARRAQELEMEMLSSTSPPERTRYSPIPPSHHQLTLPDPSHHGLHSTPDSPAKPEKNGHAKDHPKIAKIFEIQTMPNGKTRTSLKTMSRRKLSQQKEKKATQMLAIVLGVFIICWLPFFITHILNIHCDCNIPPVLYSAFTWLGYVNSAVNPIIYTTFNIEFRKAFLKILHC
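Tetracycline-induced Hek293 Trex D2 cells, force-coupled to calcium, loaded with no-wash calcium dye. Compound added with 180 s kinetic read for agonism, then EC20 dopamine and a further 180 s read for potentiation.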
Apoferritin bind: qHTS Assay for Identification of Novel General Anesthetics; 0.074% of 350,000 active; Potency, µM (doses to about 77.5 µM), inactives show at the top dose activity change, negative = displacement, hits mostly inhibitors; Ferritin light chain (Equus caballus), P02791; apoferritin/1-aminoanthracene competitive binding, fluorescence; AID 485281, 2010; further: potency means the concentration at half of the fitted maximal effect; on the % scale 0 is the no-effect control and ±100 the full control effect; nearly all actives have a fitted effect of over 20% in size
Target sequence (P02791 2-175 limits assumed): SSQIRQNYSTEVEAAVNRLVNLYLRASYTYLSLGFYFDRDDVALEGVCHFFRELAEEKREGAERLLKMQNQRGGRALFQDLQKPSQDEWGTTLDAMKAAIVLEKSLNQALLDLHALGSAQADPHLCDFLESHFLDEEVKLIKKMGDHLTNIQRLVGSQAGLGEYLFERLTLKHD
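Read-out: endpoint 1-AMA fluorescence, excitation 380 nm and emission 535 nm, after compounds sit 10 min at room temperature with 10 uM horse-spleen apoferritin in 50% saturated 1-AMA/PBS. Values come from four-parameter Hill fits.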
D1 antagonist: Antagonist of Human D 1 Dopamine Receptor: qHTS; D(1A) dopamine receptor (Homo sapiens), P21728; HEK293 TREx D1 cells, calcium flux, dopamine EC80; stronger effect = lower value; activity change, negative = inhibition, % at 10 µM; 3.2% of 360,000 active; AID 504652, 2011; in the data active means activity change below about -30%; further: on the % scale 0 is the no-effect control and ±100 the full control effect
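Tetracycline-induced HEK293 T-REx cells with force-coupled D1 receptor were loaded with a no-wash calcium dye. Compound was added after a 10 s baseline and read kinetically for 180 s; EC80 dopamine was then added and calcium flux followed another 180 s.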
* hit, by the source's call; u = inconclusive; x = no result given; & = joins results of further samples; [ ] = dose if it differs, or a comment. Unless noted, the call rests on the fitted dose curve; in most records, active means well fitted curve in the direction sought with a large enough effect; inconclusive means small, poorly fitted or top-dose-only effect, or another doubt; inactive means no such curve, though single readings can be large; an effect the other way counts as inactive or inconclusive. A portion of the library; count on the stated rates, not on these rows.

The line under a structure holds: D1 agonist	RXFP1 ag	TRHR ag	D1 PAM	TRHR PAM	RXFP1 antagonist	D2 PAM	Apoferritin bind	D1 antagonist
- CCN(CC(=O)NCc1cccs1)CC(=O)Nc1ccccc1C
→ 0	-0.2%	0.8	2	1	-4	-4	x	6
- Cc1ccc(O)c(C(=O)/C=C/c2ccc3c(c2)OCCO3)c1
→ 0	-3.3%	-0.1	4	-6	-18	-9	-19%	-2
- CC(C)c1ccc(CNC(=O)C2CC(=O)N(C3CCCCC3)C2)cc1 (stereo not given)
→ 3	0.2%	-1.8	0	0	-8	9	-7%	-7
- Cc1ccc(C(=O)NCC(=O)O)s1
→ 0	0.6%	0.1	0	2	4	5	-6%	-7
- CCn1cc(C(=O)NCc2ccc3c(c2)OCO3)c(=O)c2cc(S(=O)(=O)N(C)C)ccc21
→ 0	-1.0%	-0.2	-6	14	-8	-5	-14%	-12
- CCc1ccc(Nc2sc(C(=O)c3ccc(F)cc3)c(N)c2S(=O)(=O)c2ccccc2)cc1
→ 14	1.9%	1.5	0	7	-12	14	-1%	21
- O=C1CCC(C(=O)N2CCN(c3ccccc3)CC2)CN1CC1CCCCC1 (stereo not given)
→ 3	-0.9%	-0.5	-15	-4	-5	-24	-10%	-10
- COc1ccc(CCC(=O)NCc2cn3ccc(C)cc3n2)cc1
→ 0	1.4%	-1.5	-4	-2	-8	4	-4%	0
- CCc1c(C)sc2nc(C(C)C)nc(SCC(=O)N3CCc4ccccc4C3)c12
→ 1	2.2%	-0.1	1	3	-11	-2	2%	7
- Cc1nn(Cc2ccc(F)cc2)c(C)c1NC(=O)C1c2ccccc2Oc2ccccc21
→ 1	0.5%	3.3	-4	19	-7	16	-4%	10
- O=C(O)COc1ccc(NC(=O)C(c2ccccc2)c2ccccc2)cc1
→ 0	-3.1%	0.0	-9	-3	16	1	-3%	-3
- O=C(NCC(c1ccco1)N1CCN(c2ccccc2F)CC1)C1CCCCC1 (stereo not given)
→ 0	-0.5%	-1.2	1	0	-9	-31	x	1
- CCC(C)Nc1nc2c(c(=O)[nH]c(=O)n2C)n1CCCc1ccccc1 (stereo not given)
→ 0	2.0%	-0.5	-2	3	0	2	-11%	11
- CCC(NC(=O)COc1ccc([N+](=O)[O-])cc1)c1ccccc1 (stereo not given)
→ 8	0.4%	-0.7	-4	-9	x	-10	-12%	0
- NC(=O)CSc1oc(-c2cccs2)nc1S(=O)(=O)c1ccc(Br)cc1
→ 8	1.9%	-0.6	-1	-1	-10	4	-8%	-7
- COc1ccc(CN(C)C(=O)c2cnc(C)cn2)c(OC)c1OC
→ 3	3.0%	-0.2	-4	3	-2	8	3%	8
- CCN(C(=O)CCS(=O)(=O)c1ccc2c(c1)oc(=O)n2C)c1ccc(OC)cc1
→ 3&2	-1.0%&-0.8%	-0.5&0.6	-2&1	-9&10	17&-4	1&0	-6%&-1%	2&-11
- COc1ccc(C(=O)NCC(c2cccs2)N2CCc3ccccc32)c(OC)c1 (stereo not given)
→ 2	2.7%	0.1	-5	-9	-12	3	x	14
- O=C(/C=C/c1ccccc1)NCCc1ccccc1
→ 1	0.0%	-1.0	-11	-6	x	-4	-18%	-14
- COc1ccc(COC(=O)c2cc([N+](=O)[O-])ccc2N2CCOCC2)cc1F
→ 9	11%	-0.1	0	-2	7	3	x	-6
- O=C(c1cccc(S(=O)(=O)N2CCCCC2)c1)N1CCOCC1
→ 1	1.1%	0.0	-4	-4	-13	-1	-6%	-13
- CN(c1ccc(C(=O)NCCSCc2ccc(Cl)cc2)cc1)S(=O)(=O)c1ccccc1
→ 39*	0.3%	-0.5	5	5	-9	-2	112%[activator]	-19
- COC(=O)c1c(NC(C)=O)sc2c1CCCC2
→ 3	0.8%	-0.4	7	-9	-12	-13	-9%	4
- Cc1c(C(=O)C(=O)N2CCN(Cc3ccc4c(c3)OCO4)CC2)c2ccccc2n1C
→ 7	0.0%	0.6	-6	-4	-20	-2	u	1
- CC(C)CC(NS(=O)(=O)c1ccc2c(c1)oc(=O)n2C)C(=O)NCCc1ccc(Cl)cc1 (stereo not given)
→ 4	-1.7%	0.9	-6	0	x	0	3%	-5
- COc1cc(Cl)c(C)cc1NC(=O)c1cc(S(=O)(=O)N2CCCC2)ccc1F
→ -2	-1.5%	-0.7	0	5	-5	-10	9%	-1
- COc1ccc(-c2noc(-c3cccnc3N3CCN(c4ccc(OC)cc4)CC3)n2)cc1
→ 1	0.0%	-0.2	-1	-2	x	x	6%	5
- COc1ccc(OC)c(S(=O)(=O)Nc2cccc(-c3ccc(N4CCCCCC4)nn3)c2)c1
→ 5&5	0.8%&19%	0.8&0.0	1&-2	6&4	11&-7	7&13	-13%&2%	5&-1
- COc1ccccc1N1CCN(Cc2cc(Br)c(O)c3ncccc23)CC1
→ 1	-1.6%	0.2	x	1	-92*	-22	-13%	0
- c1ccc2oc(-c3csc(NCC4CCCO4)n3)cc2c1 (stereo not given)
→ 1	2.3%	0.2	-2	0	-29	0	-13%	-5

Following part.
Structure | D1 agonist | RXFP1 ag | TRHR ag | D1 PAM | TRHR PAM | RXFP1 antagonist | D2 PAM | Apoferritin bind | D1 antagonist
Cc1ccccc1C1NC(c2ccccc2C)C(C)C(=O)C1C (stereo not given) | 3 | 0.6% | -0.4 | 2 | 4 | -15 | -7 | -12% | 5
CCc1ccc2nc(NC(=O)C3CCN(c4ncnc5sc(C)c(C)c45)CC3)sc2c1 | 1 | 1.6% | 0.3 | -6 | 1 | 5 | -10 | x | 2
NS(=O)(=O)c1ccc(CNC(=O)CCSCCC(=O)NCc2ccc(S(N)(=O)=O)cc2)cc1 | 4 | -2.0% | -0.6 | -4 | -1 | -4 | 0 | 1% | -6
O=S(=O)(NCCN1CCOCC1)c1cccs1 | 5 | -0.7% | 0.4 | 7 | 20 | -10 | 14 | -4% | -12
Cc1ccnc(NC(=O)C2CCN(S(=O)(=O)c3ccc4ccccc4c3)CC2)c1 | 5 | 1.6% | -0.5 | -2 | 3 | 5 | 12 | x | 6
CCCn1c(=O)[nH]c(=O)c2c(C(=O)OCC)cc(-c3cccs3)nc21 | -2 | -0.6% | -0.3 | -2 | 0 | -7 | 10 | 124%[activator] | 6
COc1ccc(NC(=O)C2CCN(c3cnccn3)CC2)cc1OC | 5 | -1.1% | -0.8 | -5 | 15 | 3 | 4 | -1% | -1
CC(=O)Nc1ccc(/C=N/NC(=O)c2cccc(S(=O)(=O)N3CCOCC3)c2)cc1 | 0 | -0.5% | -0.1 | 3 | 4 | 5 | 11 | 3% | 2
COc1cc(/C=N/Nc2ccc(S(N)(=O)=O)cc2)cc(OC)c1OC | 0 | 2.7% | 0.0 | -1 | -1 | -4 | 3 | -1% | 9
CCSc1nnc(NC(=O)c2cccc(OCc3c(C)noc3C)c2)s1 | 11 | 0.4% | -0.3 | -5 | -2 | -13 | 18 | -18% | -2

Random excerpt: 4 records from the list.
Structure | D1 agonist | RXFP1 ag | TRHR ag | D1 PAM | TRHR PAM | RXFP1 antagonist | D2 PAM | Apoferritin bind | D1 antagonist
COc1cc(/C=N/Nc2ccc(S(N)(=O)=O)cc2)cc(OC)c1OC | 0 | 2.7% | 0.0 | -1 | -1 | -4 | 3 | -1% | 9
COc1ccc(C(=O)NCC(c2cccs2)N2CCc3ccccc32)c(OC)c1 (stereo not given) | 2 | 2.7% | 0.1 | -5 | -9 | -12 | 3 | x | 14
c1ccc2oc(-c3csc(NCC4CCCO4)n3)cc2c1 (stereo not given) | 1 | 2.3% | 0.2 | -2 | 0 | -29 | 0 | -13% | -5
CCc1ccc2nc(NC(=O)C3CCN(c4ncnc5sc(C)c(C)c45)CC3)sc2c1 | 1 | 1.6% | 0.3 | -6 | 1 | 5 | -10 | x | 2

Some values from above:
Reading for O=S(=O)(NCCN1CCOCC1)c1cccs1 under RXFP1 antagonist: -10
Reading for NS(=O)(=O)c1ccc(CNC(=O)CCSCCC(=O)NCc2ccc(S(N)(=O)=O)cc2)cc1 under D1 antagonist: -6
Reading for COc1ccc(NC(=O)C2CCN(c3cnccn3)CC2)cc1OC under RXFP1 ag: -1.1%
Reading for CC(=O)Nc1ccc(/C=N/NC(=O)c2cccc(S(=O)(=O)N3CCOCC3)c2)cc1 under D1 PAM: 3

Next results.
Structure | D1 agonist | RXFP1 ag | TRHR ag | D1 PAM | TRHR PAM | RXFP1 antagonist | D2 PAM | Apoferritin bind | D1 antagonist
O=C(NN1C(=O)C2C(c3ccccc3)C=CC(c3ccccc3)C2C1=O)c1cccc(Br)c1 (stereo not given) | 26 | -0.9% | 0.0 | -16 | -4 | 7 | 5 | -7% | -10
COCCCNC(=O)c1ccccc1NS(C)(=O)=O | 4 | -0.1% | 2.0 | -4 | -12 | 11 | 5 | -15% | 12
COc1ccc(N(C)C(=O)c2cc3c(s2)-c2c(C)cccc2OC3)c(OC)c1 | 3&3 | 5.2%&0.6% | 0.1&-0.1 | -4&-2 | -1&2 | -5&-9 | -1&0 | 7%&-4% | 3&-17
COc1cccc(N2CCN(c3ccc4nnc(CCC(=O)Nc5ccc(OC)c(OC)c5)n4n3)CC2)c1 | 0 | 2.0% | -1.0 | 1 | 4 | 15 | 9 | -6% | 3
S=c1[nH]nc(Cc2c[nH]c3ccccc23)o1 | 1 | -1.6% | -0.2 | 2 | 5 | -22 | 1 | -8% | 4
O=C(CSc1nc2ccccc2s1)c1cc2ccccc2o1 | 15 | 0.7% | -0.4 | -4 | 6 | -30 | 3 | u | -8
CC(C)NC(=O)CC1Nc2c3ccccc3nc(=S)n2C1=O (stereo not given) | 4 | 4.4% | -0.3 | -2 | 0 | 6 | -4 | -8% | 17
COc1ccc(S(=O)(=O)N2CCC(C(=O)Nc3ccc(Oc4ccccc4)cc3)CC2)cc1OC | 8 | 4.3% | -0.1 | -2 | 32* | -10 | 8 | 37%[activator] | 1
